# Rpn11 block – blocks the human proteasome subunit Rpn11; calls only at 20 µM; O00487; actives 0.59% (n = 360,000); human 26S proteasome, Ub4-pepOG fluorescence polarization; 20S core pre-blocked with epoxomicin;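 active = inhibition at 20 µM, scaled to each plate's controls, above about 33%, limit read from the data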
# CSN inh – CSN deneddylation inhibition; actives 0.38% (n = 360,000); Purified CSN, SCF-Nedd8-OG deneddylation, fluorescence polarization; inhibition, % at 12.5 µM;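 active = pattern-corrected inhibition above about 35%, with an unprinted fluorescence ratio check between 0.5 and 1.5, limit read from the data, passing the limit was not always enough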;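 note: 0% = enzyme with substrate and 100% = substrate without enzyme; some results filed as inactive read as strong as hits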
#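 Test system: Human Csn5 produced in HEK293T cells | Compound: 12.5 µM single point | Times: 90 min, room temperature | Signal: Fluorescence polarization readout | Read-out basis: % inhibition of substrate cleavage by Csn5 | Controls: no-enzyme wells high, enzyme-with-substrate wells low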
# DNMT1 inh – inhibitors of human DNMT1; P26358; DNMT1 molecular beacon, Hinp1I cleavage, fluorescence; inhibition (reported as % activation of signal), % at 10 µM; actives 0.83% (n = 360,000); AID 588458; in the data active = inhibition above about 50%
# SUMO1-SIM PPI – alters human SUMO1 binding to SIM partners; P63165; SUMO1 binding to a labelled peptide, TR-FRET, 1 h; inhibition, % at 20 µM; actives 0.33% (n = 360,000); AID 602429; in the data active = inhibition above about 37%
# Scp1 inh – Scp-1 (human) phosphatase inhibition | Q9GZU7 | Recombinant Scp1, phosphopeptide, malachite green phosphate absorbance | inhibition, % at 20 µM | actives 0.88% (n = 340,000) | AID 493091;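 active = inhibition above about 50% at 20 µM, limit read from the data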;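 note: plate controls were DMSO wells with enzyme for no effect and wells lacking enzyme for full effect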
# Target sequence (Q9GZU7 76-261 limits assumed): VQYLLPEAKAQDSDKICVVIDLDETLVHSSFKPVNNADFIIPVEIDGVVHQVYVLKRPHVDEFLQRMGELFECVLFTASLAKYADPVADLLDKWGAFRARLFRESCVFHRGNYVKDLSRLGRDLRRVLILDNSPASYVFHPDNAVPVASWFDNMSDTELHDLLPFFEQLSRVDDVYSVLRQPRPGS
#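 Incubation: 45 min enzyme reaction at room temperature / System: truncated SCP-1 phosphatase (76-261aa) / Reagent: Phospho 17-mer peptide substrate / Buffer or medium: Acidic Tris acetate buffer with magnesium and detergent / Signal: absorbance at 630 nm / Doses: one concentration, 20 µM, with 1.0% DMSO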
# NadD block – NadD (S. aureus) enzyme inhibition. purified NadD enzyme, colorimetric absorbance read-out. inhibition, % at 20 µM. actives 0.78% (n = 360,000). AID 602399; in the data active = inhibition above about 26%; note: some compounds past the cut are filed as inactive
# Neddyl block – inhibitors of human cullin neddylation; calls only at 25 µM; TR-FRET cullin neddylation, biochemical; actives 0.58% (n = 360,000); in the data active = inhibition above about 36%
# Target sequence (P61081 whole entry, looked up): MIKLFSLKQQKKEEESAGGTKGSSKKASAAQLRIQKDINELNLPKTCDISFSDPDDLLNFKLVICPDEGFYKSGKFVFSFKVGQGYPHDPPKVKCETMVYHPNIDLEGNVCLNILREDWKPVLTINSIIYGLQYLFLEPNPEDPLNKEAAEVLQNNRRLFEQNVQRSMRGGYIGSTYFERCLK
# Target sequence (Q13564 whole entry, looked up): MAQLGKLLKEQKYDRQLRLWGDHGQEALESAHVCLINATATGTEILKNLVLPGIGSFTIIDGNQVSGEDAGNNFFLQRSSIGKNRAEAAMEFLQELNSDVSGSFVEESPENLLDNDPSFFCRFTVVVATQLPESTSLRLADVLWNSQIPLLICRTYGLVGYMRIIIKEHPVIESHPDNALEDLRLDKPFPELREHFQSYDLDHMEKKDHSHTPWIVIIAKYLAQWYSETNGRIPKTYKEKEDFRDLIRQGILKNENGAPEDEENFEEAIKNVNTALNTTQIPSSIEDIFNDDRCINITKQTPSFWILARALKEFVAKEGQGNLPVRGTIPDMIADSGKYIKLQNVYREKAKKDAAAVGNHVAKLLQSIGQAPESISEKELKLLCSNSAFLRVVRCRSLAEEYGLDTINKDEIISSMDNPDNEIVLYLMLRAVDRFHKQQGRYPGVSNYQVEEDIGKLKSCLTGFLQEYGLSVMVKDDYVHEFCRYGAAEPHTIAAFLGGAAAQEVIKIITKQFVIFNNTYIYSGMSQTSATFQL
# Rin1 Abl inh – blocks binding of human Rin1 to Abl | P00519+Q13671 | inhibition, % at 7.35 µM | actives 0.4% (n = 360,000) | AID 588664 | TR-FRET Rin1/Abl binding, biochemical; in the data active = inhibition above about 5%, passing the limit was not always enough
# STEP block – STEP (human) phosphatase inhibition; P54829; recombinant STEP, OMFP fluorogenic substrate, fluorescence; inhibition, % at 20 µM; actives 0.25% (n = 360,000);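 active = inhibition at 20 µM, scaled per plate between control wells, above about 37%, limit read from the data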;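 note: 0% = DMSO with enzyme and substrate and 100% = substrate only without enzyme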
#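 Measure: Control-normalized % inhibition with plate pattern correction | Test system: STEP phosphatase, cell-free reaction | Medium: pH 6.0 Bis-Tris with DTT and Tween 20 | Technique: Fluorescence, 480/540 nm | Times: Reaction 20 min, ambient temperature | Doses: Single compound dose of 20 µM, 1% DMSO final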
# LMPTP inh – LMPTP (human) inhibition | P24666 | actives 0.22% (n = 360,000) | AID 651560 | inhibition, % at 20 µM | recombinant LMPTP-A, OMFP fluorogenic substrate, fluorescence intensity;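 active = compounds that cut the enzyme signal by at least half of the control window in the single-dose screen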;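 note: plate controls were DMSO wells with enzyme plus substrate for no effect and substrate without enzyme for full effect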
# Target sequence (P24666 whole entry, looked up): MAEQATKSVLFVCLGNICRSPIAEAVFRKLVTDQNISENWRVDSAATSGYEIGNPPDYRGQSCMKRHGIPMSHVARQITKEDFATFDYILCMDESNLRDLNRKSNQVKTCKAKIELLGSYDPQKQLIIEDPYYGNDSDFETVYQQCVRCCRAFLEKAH
#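 Test system – LMPTP-A phosphatase enzyme · Quantity – 0.625 nM LMPTP-A final · Reagent – OMFP substrate, 400 µM final · Dosing – one test concentration per compound, 20 µM, with 3% DMSO overall · Timing – 50 min enzyme reaction at room temperature, protected from light · Detection – fluorescence intensity · Controls – substrate-only low control, DMSO enzyme-plus-substrate high control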
# * hit, by the source's call; i = inactive; . = no result given; + = active, no number. Rows are unselected; overall some 3.8% were active at least once.
# Order of results: SUMO1-SIM PPI, LMPTP inh, NadD block, DNMT1 inh, STEP block, Neddyl block, Rin1 Abl inh, Scp1 inh, Rpn11 block, CSN inh
> COc1ccccc1C(CNC(=O)C(C)(C)Oc1ccc(Cl)cc1)N1CCCC1 (stereo not drawn)
    -7.8, -0.7, -8.5, 1.9, 2.5, i, 2.1, -0.6, i, -4.4
> CC(C)OC(=O)/C(=C/c1ccc2c(c1)c1ccccc1n2C)NC(=O)c1ccccc1
    0.5, 2.1, 13.8, -6.4, 3.0, +, -5.0, -11.6, i, 2.1
> CSc1ccc(C(=O)C2CCCN(Cc3ccc(N4CCNC4=O)cc3)C2)cc1 (stereo not drawn)
    -4.2, 1.5, -5.5, -4.2, -2.5, i, 3.8, -5.6, i, 1.4
> COc1cccc(N(CC(=O)NC2CCCC2)C(=O)CCC(=O)Nc2cc(C)on2)c1
    2.5, 0.4, -10.8, 0.8, -2.9, i, 2.8, -5.9, i, 3.1
> NS(=O)(=O)c1cccc(NC(=O)c2ccccc2NS(=O)(=O)c2ccc(F)cc2)c1
    2.1, -0.2, 1.7, -0.8, -0.4, ., 1.1, -7.9, i, 7.3
> Cc1ccc(S(=O)(=O)N2CCCCC2)cc1NC(=O)CSc1nnc(C2CC2)n1N
    1.6, -0.1, 2.0, -1.2, -2.4, i, 0.8, -5.2, i, -0.8
> CC1(C(=O)NCc2ccccc2)CN(S(C)(=O)=O)CC(=O)N1Cc1ccc2c(c1)OCO2 (stereo not drawn)
    0.4, -0.6, ., ., ., i, ., ., ., -1.3
> Cc1ccc(C)c(NC(=O)CN2C(=O)C3CC=CCC3C2=O)c1 (stereo not drawn)
    1.4, -2.8, -7.7, 0.3, 2.7, i, 0.6, ., i, 0.9
> Cc1ccc(-c2csc(NCCc3nc4cc(Cl)c(Cl)cc4n3CCCO)n2)cc1
    5.9, 0.3, 8.5, -6.3, 1.3, i, 4.5, 4.0, i, 4.3
> COCC(C)NC(=O)COCc1cc(-c2ccc3c(c2)OCO3)on1 (stereo not drawn)
    -3.2, -0.1, -6.8, 2.4, 2.4, i, 1.3, -10.0, i, 2.8
> O=C(Nc1cccc(Cl)c1)Nc1c[nH]c(=O)[nH]c1=O
    0.3, -1.3, -4.3, -0.6, -2.1, i, 2.5, -9.1, i, 3.6
> CC(C)Oc1nc(-c2ccc(Cl)cc2)nc2ccccc12
    -6.5, 2.3, 11.2, 0.1, 1.5, i, 1.9, -5.0, i, -2.0
> Cc1ccc(NC(=O)C[n+]2ccccc2)cc1C
    1.0, -0.8, -3.3, 1.2, 1.3, i, 0.3, -2.0, i, -1.8
> O=C(c1cc(-c2ccc(Cl)c(Cl)c2)on1)N1CCCCC1
    -3.9, 0.3, -9.8, 2.4, -5.8, i, -0.3, -10.9, i, 3.3
> Cc1ccc(CS(=O)(=O)Cc2ccc(C(=O)NCc3ccccn3)o2)cc1
    0.7, -0.5, 0.9, 4.3, 0.8, i, -2.8, -8.9, i, -2.7
> Cc1ccc2nc(N(CCCN(C)C)C(=O)c3ccco3)sc2c1
    -1.0, -0.2, -7.6, -0.3, -5.2, i, -4.1, 2.5, i, 5.9
> CCOC(=O)c1c(C)[nH]c(C(=O)OC(C)C(=O)Nc2ccc(C)cc2)c1C (stereo not drawn)
    2.9, 1.4, 4.7, 74.2*, -1.8, i, -1.4, ., i, -0.2
> CCOC(=O)c1cc(/C(C)=N/OC(=O)c2ccc(C(C)(C)C)cc2)on1
    -0.5, -1.4, 0.2, 5.6, -1.7, i, -3.0, -18.7, i, -1.4
> CCCCn1c(N)c(N(CCC(C)C)C(=O)c2ccc(N3CCCC3=O)cc2)c(=O)[nH]c1=O
    1.9, -3.1, 3.2, 2.8, -2.0, i, -0.1, -4.0, i, 1.8
> COc1ccccc1CNc1cc(CSc2ccc(Cl)cc2)nc(C)n1
    -0.2, 9.7, -5.4, -5.8, -1.8, i, -1.9, -4.3, i, -2.0
> O=C(O)c1ccc(S(=O)(=O)c2ccc3c(c2)C(=O)N(NC(=O)c2ccccc2)C3=O)cc1
    1.9, 0.3, 0.1, 3.6, 4.6, i, 4.0, -9.3, i, 4.9
> CCOCCCn1c(=S)[nH]c2cc(C(=O)NCCCN(CC)CC)ccc2c1=O
    0.8, -1.4, -12.8, -1.6, -0.3, i, -3.1, -3.9, i, -6.0
> NC(=O)C1CCN(C2CC(=O)N(Cc3cccs3)C2=O)CC1 (stereo not drawn)
    -0.2, -1.5, 0.4, 7.7, -1.4, i, -0.6, 2.9, i, 1.4
> COc1cc(/C=N/NC(=O)Cc2cccs2)c([N+](=O)[O-])cc1OC
    -18.5, 0.0, 2.3, -5.9, -1.0, i, -1.5, -8.0, i, -11.9
> Cn1c(=O)n(CC(=O)N2CCN(c3nnc(-c4ccccc4)c4ccccc34)CC2)c2ccccc21
    -2.1, -0.2, 8.1, 2.6, -2.2, i, -1.2, 2.3, i, -3.1
> CCn1c(=O)c(C(=O)NCc2ccc3c(c2)OCO3)c(O)c2ccccc21
    -0.3, 4.0, -5.7, -7.9, 4.9, i, -1.5, -12.4, i, 0.7
> CN1CCN(CCCNC(=O)C2CC(=O)N(C3CCCCC3)C2)CC1 (stereo not drawn)
    0.2, -8.8, 2.2, 3.2, 7.3, i, 1.5, -1.6, i, -1.6
> COc1ccccc1C(=O)N1CCN(C(=O)Cc2ccccc2)CC1
    1.4, -0.5, -3.4, 1.1, -0.8, i, 1.7, -1.2, i, 0.9
> Cc1nnc(SCc2cccc(Cl)c2)n(N)c1=O
    1.9, -1.4, -5.4, -1.5, -1.4, i, -5.6, -7.1, i, 4.8
> COC(=O)c1ccc(NC(=O)c2cc(-c3ccncc3)nc3ccccc23)cc1
    -13.1, -0.6, 0.3, 0.0, 0.3, i, 0.7, -8.1, i, -1.6

# Next part; the last 2 above are carried over.
# Order of results: SUMO1-SIM PPI, LMPTP inh, NadD block, DNMT1 inh, STEP block, Neddyl block, Rin1 Abl inh, Scp1 inh, Rpn11 block, CSN inh
> Cc1nnc(SCc2cccc(Cl)c2)n(N)c1=O
    1.9, -1.4, -5.4, -1.5, -1.4, i, -5.6, -7.1, i, 4.8
> COC(=O)c1ccc(NC(=O)c2cc(-c3ccncc3)nc3ccccc23)cc1
    -13.1, -0.6, 0.3, 0.0, 0.3, i, 0.7, -8.1, i, -1.6
> O=C(O)CCCNc1cc(N2CCN(C(=O)c3ccco3)CC2)c2noc3c2c1C(=O)c1ccccc1-3
    53.8*, 6.4, 12.8, 45.9, 45.1*, i, -3.8, 78.2*, ., 19.1
> CN1/C(=C\C=N\O)C(C)(C)c2ccccc21
    3.0, -1.9, -1.4, -8.8, -2.0, i, 1.8, -3.7, i, -0.6
> O=C(c1[nH]ncc1-c1ccc(Cl)cc1)C1CO1 (stereo not drawn)
    -2.3, 0.9, -2.0, 0.8, -1.0, i, 1.4, 2.7, i, 2.2
> Cc1ccccc1Cn1cc(NS(=O)(=O)c2cn(C)nc2C)cn1
    -1.6, 0.0, -4.4, 0.7, 2.2, i, 4.3, -2.0, i, -0.9
> COC(=O)n1c(SC)nc2ccccc21
    -0.2, -0.4, 1.8, 2.8, 0.0, i, -5.0, -1.5, i, 0.0
> O=C(CSc1n[nH]c(-c2ccccc2)n1)c1ccccc1
    2.0, -0.2, 3.9, 0.9, -1.9, i, -2.4, -6.6, i, 3.1
> COC(=O)C(C)n1cnc2c(cnn2-c2ccc(Cl)cc2)c1=O (stereo not drawn)
    0.0, -1.2, 3.7, 0.7, -1.5, i, 1.9, -0.3, i, -7.4
> Cc1ccc(CN(C)C(=O)c2ccccc2Oc2ccccc2)o1
    -2.6, -1.1, -1.0, -5.7, -0.8, i, -2.8, -9.4, i, -0.6
> COc1ccc(NC(=O)CNC(=O)Cc2cccc3ccccc23)cc1
    3.3, -0.1, -5.0, 0.7, -0.3, i, -0.2, -6.8, i, 36.6*
> Cc1cc(C(C)(C)C)cc(S(=O)(=O)Nc2cccc(C(=O)O)c2)c1C
    1.1, -1.4, -3.9, -1.9, -2.2, i, -1.6, -3.8, i, -1.9
> C/C(=N/NC(=O)CNc1ccc(C)cc1)c1ccc(Br)s1
    0.3, -0.3, 21.3, -11.6, 1.5, i, 1.2, -3.8, i, -2.8
> CC1(c2nnc(-c3cccc(Cl)c3)o2)CC(c2ccc(Cl)cc2)=NO1 (stereo not drawn)
    -1.9, 1.9, -7.8, -0.3, 0.1, i, 0.5, -11.3, i, 0.0
> CCN(c1ccccc1)S(=O)(=O)c1ccc2c(c1)CC(C)N2C(=O)C1CC1 (stereo not drawn)
    8.2, 1.1, -10.6, 3.2, 2.7, i, 1.5, -3.5, i, 3.6
> Cc1cc(C)c2c(=O)n3c(nc2c1)C(Cc1ccc(O)cc1)NC(=O)c1cc2ccccc2cc1-3 (stereo not drawn)
    2.7, 0.1, 29.0, -14.6, -1.8, i, 2.2, ., i, -0.3
> COc1ccccc1N/N=C/c1ccc2c(c1)OCO2
    -1.7, -1.8, 2.8, -11.8, -2.8, i, 1.5, -2.8, i, 1.0
> O=C1CCCc2oc3c(cc(NS(=O)(=O)c4ccc5c6c(cccc46)C(=O)N5)c4ccccc43)c21
    -10.3, 3.2, 23.8, -22.6, 5.5, i, -2.4, -12.6, i, -1.6
> C[C@H](O)C#Cc1ccc2c(c1)O[C@@H](CN(C)Cc1ccc(-c3ccccc3)cc1)[C@H](C)CN([C@@H](C)CO)S2(=O)=O
    1.8, 2.6, 2.2, -30.6, -2.5, i, 0.7, ., i, -2.7
> Cc1c(NS(=O)(=O)c2cc(C(=O)NCC3CCCO3)cc(Cl)c2Cl)c(=O)n(-c2ccccc2)n1C (stereo not drawn)
    -1.8, 0.3, -1.8, 2.2, 2.7, i, -1.0, -1.2, i, -6.8
> CC1CCCCN1S(=O)(=O)c1ccc(S(=O)(=O)N(CC(=O)Nc2ccccc2)Cc2cccs2)cc1 (stereo not drawn)
    -3.2, 0.5, -0.7, -0.9, 1.0, i, 0.7, -3.9, i, -8.3
> Nc1c(C(=O)Nc2ccccc2)c2nc3ccccc3nc2n1CCCN1CCOCC1
    -9.9, -2.3, -14.3, -15.7, 6.7, +, -0.8, -10.5, i, -4.6
> Cc1ccc(S(=O)(=O)N2[C@H](c3ccccc3)CC(=O)[C@@H]3CN(S(=O)(=O)c4ccccc4)[C@H](c4ccccc4)C[C@@H]32)cc1
    -0.1, 1.7, 10.5, -1.9, 1.1, i, 1.8, ., i, 4.8
> COc1cccc(OC)c1C(=O)Nc1ccncc1
    1.8, -0.4, -1.7, 0.3, -0.9, i, -1.4, -1.2, i, 4.3
> COCCn1c(N)c(NCc2ccccc2)c(=O)n(CC(=O)Nc2cc(C)ccc2C)c1=O
    -0.4, -4.2, -18.0, -3.9, 0.6, i, 2.4, 7.1, i, 0.0
> Cc1nn(C)c(C(=O)NNC(=S)Nc2ccc(Cl)cc2)c1[N+](=O)[O-]
    -2.8, 0.6, 9.9, -4.3, 2.5, i, 1.7, -8.6, i, 3.3
> COc1cccc2c1c(NC(=O)c1cc(C)on1)nn2C
    0.5, 0.2, 0.9, 1.0, 1.3, i, -1.7, -10.8, i, 0.8

# Source: PubChem
